PLC-beta3 inh: human PLC-beta3 inhibitors, primary screen, biochemical, fluorescence | AID 720704, 2013 | Purified PLC-beta3, fluorogenic substrate | 370,000 tested, 0.18% active | inhibition, % at 12.2 µM; in the data active means inhibition above about 11%;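 further: 0% = median of compound wells on plate and 100% = full blocker control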
NR1D1 modulator: modulators of Rev-erb alpha DNA binding, primary screen, biochemical, FITC-DNA, fluorescence polarization, uHTS; Nuclear receptor subfamily 1 group D member 1 (Homo sapiens), P20393; Rev-erbα–FITC-DNA binding, 90 min; 370,000 tested, 0.79% active; activity, % at 10 µM;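 active means activity above about 14%, limit read from the data; passing the limit was not always enough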;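 further: 0% = DMSO wells with 35 nM protein and 100% = DMSO wells with 750 nM protein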
Target sequence (P20393 whole entry, looked up): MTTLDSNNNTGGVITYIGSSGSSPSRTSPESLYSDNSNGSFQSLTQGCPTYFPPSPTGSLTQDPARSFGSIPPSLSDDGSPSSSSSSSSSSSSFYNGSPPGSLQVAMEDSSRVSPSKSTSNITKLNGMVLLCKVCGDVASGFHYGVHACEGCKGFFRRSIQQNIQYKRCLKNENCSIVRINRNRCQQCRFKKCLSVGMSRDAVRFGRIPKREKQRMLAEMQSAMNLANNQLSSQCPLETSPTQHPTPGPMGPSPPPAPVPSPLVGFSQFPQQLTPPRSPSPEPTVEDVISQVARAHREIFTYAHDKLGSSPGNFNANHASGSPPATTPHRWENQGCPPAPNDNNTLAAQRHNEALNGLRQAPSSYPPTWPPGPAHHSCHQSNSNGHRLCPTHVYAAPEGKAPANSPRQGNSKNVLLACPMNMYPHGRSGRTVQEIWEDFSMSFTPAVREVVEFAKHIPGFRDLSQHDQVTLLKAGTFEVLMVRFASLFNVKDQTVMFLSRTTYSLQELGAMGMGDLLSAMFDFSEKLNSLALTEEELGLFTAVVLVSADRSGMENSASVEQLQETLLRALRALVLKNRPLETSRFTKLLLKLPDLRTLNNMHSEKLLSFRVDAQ
MBD2 inh: inhibitors of MBD2 binding to methylated DNA, primary screen, biochemical, TR-FRET, DNA-binding domain, human | inhibition, % at 4.4 µM | MBD2 binding to methylated oligonucleotide | Methyl-CpG-binding domain protein 2 (Homo sapiens), Q9UBB5 | AID 686964, 2013 | 370,000 tested, 0.31% active; in the data active means inhibition above about 13%
Target sequence (Q9UBB5 whole entry, looked up, the tested form may be a part): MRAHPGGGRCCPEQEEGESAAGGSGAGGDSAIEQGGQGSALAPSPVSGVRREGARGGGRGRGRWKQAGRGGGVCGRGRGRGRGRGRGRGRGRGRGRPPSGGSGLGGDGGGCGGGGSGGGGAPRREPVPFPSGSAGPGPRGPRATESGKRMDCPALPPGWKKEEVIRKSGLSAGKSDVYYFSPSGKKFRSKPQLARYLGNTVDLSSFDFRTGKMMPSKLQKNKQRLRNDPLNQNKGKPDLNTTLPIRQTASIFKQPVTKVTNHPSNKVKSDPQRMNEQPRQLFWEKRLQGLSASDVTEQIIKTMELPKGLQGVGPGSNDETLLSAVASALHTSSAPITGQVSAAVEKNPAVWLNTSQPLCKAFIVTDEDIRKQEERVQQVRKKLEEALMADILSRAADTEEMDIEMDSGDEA
DAX1 inh-1: DAX1 (NR0B1) inhibitors on StAR promoter, primary screen, cell-based, luminescence, SF-1 (NR5A1), full-length DAX-1; HEK293T StAR-luciferase reporter, SF-1/DAX-1 repression relief; AID 652010, 2013; 370,000 tested, 1.1% active; inhibition, % at 6.8 µM;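 active means inhibition above the mean over all tested compounds plus 3 SD, cut at about 3.6% in these data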;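 further: 0% = DAX-1 cells with DMSO and 100% = cells lacking DAX-1 with DMSO; higher inhibition means more luminescence from relief of DAX-1 repression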
SMARCA2 activ: SMARCA2 (BRM) function activators, primary screen, cell-based, luminescence, high throughput; MG213 cells, MMTV-luciferase reporter, dexamethasone, overnight; activation, % at 9.1 µM; 370,000 tested, 1% active; in the data active means activation above about 7.8%;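 further: 0% = vehicle wells and 100% = reference activator wells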
DAX1 inh-2: DAX1 (NR0B1) inhibitors, primary screen, cell-based, HEK293, Gal4-DAX1, luciferase luminescence | Nuclear receptor subfamily 0 group B member 1 (Homo sapiens), P51843 | HEK293 Gal4-DAX1 luciferase reporter | inhibition, % at 6.75 µM | 340,000 tested, 0.99% active | AID 504766, 2011;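 active means inhibition above the mean over all tested compounds plus 3 SD, cut at about 4.2% in these data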;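 further: 0% = DAX1-transfected cells with DMSO and 100% = empty-vector control cells with DMSO; inhibition shows as a rise in luminescence from relieved DAX1 repression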
PLC-gamma1 inh: PLC-gamma1 enzyme inhibitors, primary screen, biochemical, fluorescence, purified enzyme. fluorogenic substrate. inhibition, % at 12.2 µM. 370,000 tested, 0.84% active. 1-phosphatidylinositol 4,5-bisphosphate phosphodiesterase gamma-1 (Homo sapiens), P19174; in the data active means inhibition above about 9.5%
ADAM17 inh: ADAM17 inhibitors, primary screen, biochemical, QFRET | Disintegrin and metalloproteinase domain-containing protein 17 (Homo sapiens), P78536 | recombinant ADAM17, EDANS/DABCYL FRET peptide cleavage | inhibition, % at 6.95 µM | 370,000 tested, 0.83% active | AID 720648, 2013;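 active means inhibition above the mean of compounds lying between control limits plus 3 SD, set per campaign, cut at about 8.5% in these data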;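 further: 0% = DMSO-only wells as the low control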
hcDAF12 agonist: H. contortus DAF-12 nuclear receptor activators, primary screen, cell-based, luminescence, HEK293, lit1-tk-luc reporter. HEK293 hcDAF-12 lit1-tk-luc reporter; 0% DMSO, 100% Δ7-dafachronic acid. activation, % at 6.8 µM. 370,000 tested, 1.4% active. AID 652067, 2013;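 active means activation above the mean of all tested compounds plus 3 SD, cut at about 5.5% in these data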;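 further: 100% = response to 3 µM Δ7-dafachronic acid high control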
ssDAF-12 act: S. stercoralis DAF-12 nuclear receptor activators, primary screen, cell-based, luminescence, HEK293, GRIP1 co-expression, lit1-tk-luc | activation, % at 6.8 µM | 370,000 tested, 1% active | HEK293 ssDAF-12/GRIP1 lit1-tk-luc reporter; % of 3 µM dafachronic acid response | Nuclear hormone receptor DAF-12 (Strongyloides stercoralis);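 active means activation above the mean over all tested compounds plus 3 SD, cut at about 0.9% in these data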;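 further: 0% = DMSO-only wells and 100% = 3 µM delta7-dafachronic acid wells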
hgDAF-12 ag: H. glycines DAF-12 receptor agonists, primary screen, cell-based, luminescence, HEK293, GAL4 fusion, UAS-luciferase; Nuclear hormone receptor DAF-12 (Heterodera glycines), GAL4 fusion; HEK293 GAL4-hgDAF12 UAS-luciferase reporter, agonist luminescence; normalized to butyrate control; activation, % at 6.8 µM; 370,000 tested, 1.8% active; AID 687014, 2013;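 active means activation above a cutoff set at the mean of all screened compounds plus 3 SD, cut at about 10% in these data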;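 further: 0% = DMSO wells and 100% = sodium butyrate wells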
* = called active by the depositor; nt = no result given. Not all compounds are listed; the hit share may differ from the screen's.

SMILES	PLC-beta3 inh	NR1D1 modulator	MBD2 inh	DAX1 inh-1	SMARCA2 activ	DAX1 inh-2	PLC-gamma1 inh	ADAM17 inh	hcDAF12 agonist	ssDAF-12 act	hgDAF-12 ag
CCC(=NCC1CCCO1)c1c(O)n(Cc2ccccc2)c(=O)[nH]c1=O (stereo not drawn)	20*	-4	3	-0.4	-1	-0.1	8	1	-0.9	-1.1	-4.5
O=[N+]([O-])c1cccc(CN2CCN(Cc3ccc(Cl)cc3)CC2)c1	5	-3	2	-1.9	-3	0.2	7	4	-3.0	-1.9	-5.6
COc1ccc(Cl)cc1C(=O)C1CCCN(CCO)C1 (stereo not drawn)	-28	1	-5	1.4	-2	0.5	-12	-19	1.4	0.6	1.9
CC12CCC(O)CC1CCC1C2CCC2(C)C(C3=CC(=O)OC3)C(O)CC12O (stereo not drawn)	-3	-4	-1	-4.0	6	-5.3	1	-1	0.5	-2.5	-14
CS(=O)(=O)N1CCN(C(=N)N[N+](=O)[O-])CC1	1	-4	3	0.3	-1	-0.1	3	0	-2.0	-0.7	-1.7
CN1CCCC(C(O)(c2ccccc2)c2ccccc2)C1 (stereo not drawn)	-10	2	2	0.4	-3	-0.2	-1	-1	0.8	-0.3	-1.2
CCOC(=O)c1c(C)n(CC(O)CN2CCOCC2)c2cc(Br)c(OC)cc12 (stereo not drawn)	4	6	-5	-3.1	8	-0.1	4	0	-1.1	-2.0	-4.3
Cc1ccc(N2C(=O)NC(=O)/C(=C\c3ccc(N4CCOCC4)cc3)C2=O)cc1	-5	0	3	1.4	-3	-1.1	0	-2	0.4	-1.4	3.4
CC(C)c1ccc(-n2c(O)c(/C=N/NC(=O)c3ccccc3O)c(=O)[nH]c2=S)cc1	-90	6	-2	0.1	4	1.2	-46	-4	-0.6	-0.9	3.8
CC1=Nc2cc(C(=O)N3CCC4(CC3)OCCO4)ccc2Sc2ccc(Cl)cc21	-8	6	-5	0.4	-2	-0.6	0	-1	-1.4	-1.7	-2.5
CCN1CCN(c2nc([N+](=O)[O-])nn2C)CC1	-6	2	-1	-0.7	0	-0.2	1	-3	-0.2	-0.7	-0.3
Cc1nc(CCl)cc(=O)[nH]1	4	-9	2	-0.1	-2	2.6	-3	0	0.8	-0.9	-0.6
O=C(C1CC(=O)N(c2ccc(F)c(Cl)c2)C1)N1CCC2(CC1)OCCO2 (stereo not drawn)	3	-3	7	0.1	-1	0.0	0	-4	-1.1	-0.6	1.6
COc1ccc(-n2nnnc2C(CCSC)N2CCC(n3c(=O)[nH]c4ccccc43)CC2)cc1 (stereo not drawn)	2	-6	-7	-4.1	-3	nt	-2	3	-2.5	-2.0	-5.1
c1ccc(CC2CCCCN2)cc1 (stereo not drawn)	-1	6	3	-0.6	-1	0.0	2	1	-1.5	-1.1	1.6
COc1ccc(-c2ccc3c(c2)CN(C(=S)NCCc2ccccc2)Cc2cnnn2-3)cc1	-1	7	3	-1.6	2	nt	0	-1	-0.2	-1.4	1.0
CCCNC(=O)N1[C@H]2CC[C@@H]1C(C(=O)OC)=C(c1ccccc1)C2	4	-4	4	-0.3	2	0.9	3	-2	0.4	-1.3	0.4
S=C(NCCc1ccccc1)N1Cc2ccc(Br)cc2-n2nncc2C1	-1	-3	0	-1.3	-6	nt	2	11*	2.2	-0.9	3.9
CC1=CC(=C2C(=O)NC(=O)NC2=O)C=C(C(F)(F)F)N1C(C)C	-9	4	-1	0.0	-1	-0.7	-3	0	-0.8	0.0	-1.1
Cc1ccc(-c2nc3ccccc3c(=O)n2-c2cccc(C)n2)cc1	-14	3	5	-0.6	2	nt	-17	-3	-2.1	-1.9	-1.7

3 structures from above, arranged by number of heavy atoms, low to high.
SMILES	PLC-beta3 inh	NR1D1 modulator	MBD2 inh	DAX1 inh-1	SMARCA2 activ	DAX1 inh-2	PLC-gamma1 inh	ADAM17 inh	hcDAF12 agonist	ssDAF-12 act	hgDAF-12 ag
CS(=O)(=O)N1CCN(C(=N)N[N+](=O)[O-])CC1	1	-4	3	0.3	-1	-0.1	3	0	-2.0	-0.7	-1.7
CN1CCCC(C(O)(c2ccccc2)c2ccccc2)C1 (stereo not drawn)	-10	2	2	0.4	-3	-0.2	-1	-1	0.8	-0.3	-1.2
S=C(NCCc1ccccc1)N1Cc2ccc(Br)cc2-n2nncc2C1	-1	-3	0	-1.3	-6	nt	2	11*	2.2	-0.9	3.9

Continued:
SMILES	PLC-beta3 inh	NR1D1 modulator	MBD2 inh	DAX1 inh-1	SMARCA2 activ	DAX1 inh-2	PLC-gamma1 inh	ADAM17 inh	hcDAF12 agonist	ssDAF-12 act	hgDAF-12 ag
COC(=O)N(c1ccccc1)P1(=S)OCCO1	-7	-3	2	0.4	-2	-0.8	-2	-5	-1.0	-0.6	-0.1
CCCCCCC(=O)c1c(O)n(-c2ccc(OC)cc2)c(=O)[nH]c1=O (tested in a mixture with another compound)	4	0	2	0.1	0	1.6	2	-2	-2.3	-1.9	-0.5
CCCCCCn1c(O)c(C=Nc2c(C)n(C)n(-c3ccccc3)c2=O)c(=O)[nH]c1=O	-5	5	0	0.0	-1	-0.1	-4	-2	-1.0	-0.9	0.7
CCC(=NCCc1ccccc1)c1c(O)n(C2CCCCC2)c(=O)[nH]c1=O	1	-1	-3	-0.4	-2	-0.3	0	0	0.8	-1.5	1.6
O=c1c2ccccc2nc(SCC2CCCCO2)n1-c1ccccc1 (stereo not drawn)	2	-4	-4	-1.0	-3	-1.3	-2	0	-0.1	-1.6	2.6
CCN1CCN(C(=O)COc2cc(=O)n(CC)c3ccccc23)CC1	3	3	0	-0.3	4	0.1	3	-1	-0.9	-0.9	0.6
COc1ccc(-n2c(/C=C/c3ccc4c(c3)OCO4)nc3ccccc3c2=O)cc1	-38	3	3	-1.6	-4	-0.9	-34	-6	-1.5	-0.6	-2.3
COc1ccc(C2SCC(=O)Nc3c2c(C)nn3-c2ccccc2)cc1 (stereo not drawn)	-2	8	0	-0.7	-1	-0.7	0	-1	-1.8	-1.6	-1.5
COC(=O)C1=C(c2ccccc2OCc2ccccc2)C[C@@H]2CC[C@H]1N2C(=O)NCc1ccc(C(F)(F)F)cc1	-1	0	1	-0.3	-1	-0.4	-1	3	-0.5	-0.5	0.9
O=C(c1cc(F)ccc1F)C1CCCN(CCCc2ccccc2)C1 (stereo not drawn)	-2	1	0	-0.6	-3	0.2	0	-5	-0.6	-1.5	4.0
O=C1NC(=O)N(c2ccc3c(c2)OCO3)C(=O)/C1=C/c1ccsc1	-11	nt	-4	-0.1	-2	0.8	-3	-7	-0.2	-1.0	4.4
O=C(Cc1ccccc1)N1CCN(Cc2ccccn2)CC1	3	4	-1	0.5	-1	-0.5	2	-3	-0.2	-1.1	-0.9
O=C(c1ccc(-c2ccccc2)c(F)c1)C1CCCN(CCO)C1 (stereo not drawn)	1	-2	-1	1.8	-1	0.7	2	2	4.4	0.8	5.6
C=CCn1c(O)c(C(CC)=Nc2cc(OC)ccc2OC)c(=O)[nH]c1=O	-9	4	-1	-0.6	-3	-0.8	-6	-6	-1.4	-1.6	-3.3
COc1ccc(CCNC(=O)c2c(N)n(CCN3CCOCC3)c3nc4ccccc4nc23)cc1	-147	-1	-3	-0.4	-3	0.0	-107	-42	-0.4	-1.3	1.5
CCOP(=S)(OCC)SCSP(=S)(OCC)OCC	-4	-5	4	-0.5	-7	-1.6	2	-3	0.8	-1.0	-1.5
CC(c1ccccc1F)n1cc(C(=O)Nc2ccc3nc[nH]c3c2)nn1 (stereo not drawn)	7	-6	2	-1.2	0	0.3	5	6	-2.4	-1.4	-0.3
CC1CN=C(Nc2ccc(F)cc2)S1 (stereo not drawn)	3	-6	-7	0.5	-2	0.7	5	0	-0.1	-1.2	0.6
Clc1ccccc1Nc1ncnc(-n2cccc2)n1	0	-4	0	1.7	4	3.4	0	-1	11*	0.7	13*
CC(C)CC12CN3CCN(CC(C3)/C1=N/O)C2	5	3	-3	0.0	5	0.2	6	1	-0.8	-1.9	-1.8
O=C1NC(=S)SC1=Cc1ccc(N(CCCl)CCCl)cc1	-36	24*	-9	-0.3	0	-0.9	-27	1	-0.3	-1.1	-0.4
O=C(COC(=O)c1cccc(O)c1)Nc1ccc(Cl)cc1C(=O)c1ccccc1	0	-10	3	-0.5	-1	0.5	-1	8	-0.4	-1.2	-3.3
CCc1ccc(CNCCc2ccc(F)cc2)cc1	3	2	2	0.3	-2	0.4	4	-2	-1.2	-1.4	-0.2
c1cncc(CNCCc2c[nH]c3ccccc23)c1	-1	-2	-6	0.6	-3	-0.6	4	3	-1.1	-0.7	-2.2
CCC(=O)Nc1ccc(Cl)c(Cl)c1	-2	-6	1	-0.3	-8	-1.0	3	-3	-3.3	-0.9	-5.0
O=C(NC1CN2CCC1CC2)c1ccc(Cl)cc1 (stereo not drawn)	2	-4	-5	-0.6	-1	nt	1	-3	-0.2	-0.8	1.7
COc1cc2c(cc1OC)C(c1c(O)n(CCc3ccccc3)c(=S)[nH]c1=O)NCC2 (stereo not drawn)	-428	2	4	-0.2	-2	nt	-319	-108	-0.5	-0.9	0.1
COc1ccc(C(CC(=O)N2CCC3(CC2)OCCO3)NS(=O)(=O)c2ccc(F)cc2)cc1 (stereo not drawn)	3	-3	2	0.9	1	-0.8	2	-4	-0.5	-1.6	0.9
CCOC(=O)c1nc2ccccc2c(=O)n1-c1cccc(C)c1	-3	-3	2	-1.1	-1	-1.0	-1	-1	-1.6	-1.7	-2.2
Cc1ncc(CN2CCCC(C(=O)c3cccc(Cl)c3)C2)s1 (stereo not drawn)	0	2	4	-0.3	-1	-0.7	0	-1	-0.7	-1.7	-2.0
CCCCCc1nc2ccccc2c(=O)n1-c1ccccc1[N+](=O)[O-]	3	1	-8	-0.8	-3	-0.3	7	6	-0.8	-1.1	-2.5
C(=N\NC1=NCCCCC1)/c1c[nH]c2ccccc12	-1	-2	1	0.3	-1	-2.0	4	-1	0.8	-0.6	4.9
CC1CCC(C(C)C)C(OC(=O)Cn2c(COc3ccccc3)[n+](C)c3ccccc32)C1 (stereo not drawn)	-1	-7	0	-1.0	-8	4.0	5	-4	0.1	-2.0	-3.6
O=C1CN(C(=O)CN2CCCCC2)C(c2ccccc2)c2cc(Br)ccc2N1 (stereo not drawn)	0	1	4	0.0	-2	-1.4	0	-4	-1.0	-0.8	-2.8
CN(C(=O)c1ccc(Cl)nc1)C1(c2ccccc2Cl)CCCCC1=O (stereo not drawn)	1	-3	-1	-0.4	0	0.1	-1	2	-0.4	-1.0	1.0
